Screening data: PubChem BioAssay, several laboratories
Vc quorum ag = inducers of Vibrio cholerae quorum light production without autoinducers, primary screen, BH1578 luxS cqsA deficient, single point. V. cholerae BH1578 lux reporter, luminescence, 6 h. 0.16% of 350,000 active. activation, % at 18.7 µM; in the data active = activation mostly above about 9.7%, no sharp cut-off; note: not every result past the cut was called active; inactives centre near 0; reference of the scale not given here
GDH-TPI inh = GDH-TPI coupling enzyme inhibitors, primary screen, artefact control for M. tuberculosis FBA inhibitor project, biochemical, absorbance, full deck; GDH-TPI coupled enzyme counterscreen, NADH absorbance; inhibition, % at 4.8 µM; 1.2% of 360,000 active; AID 588335, 2011; in the data active = inhibition above about 30%;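 note: 0% = DMSO wells and 100% = wells lacking the enzyme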
FadD28 FP inh = inhibitors of FadD28 bisubstrate probe binding, primary screen, biochemical, fluorescence polarization, single point | Mycobacterium tuberculosis FadD28 fatty-acid-AMP ligase | 0.22% of 360,000 active | inhibition, % at 12.5 µM; in the data active = inhibition above about 8.5%, passing the limit was not always enough
TcdB inh = TcdB glycohydrolase inhibitors, primary screen, biochemical, single point, plate reader; Toxin B (Clostridioides difficile), P18177; TcdB glycohydrolase enzymatic assay; inhibition, % at 9.99 µM; 0.24% of 350,000 active; AID 652162, 2013; in the data active = inhibition above about 10%
Target sequence (P18177 whole entry, looked up): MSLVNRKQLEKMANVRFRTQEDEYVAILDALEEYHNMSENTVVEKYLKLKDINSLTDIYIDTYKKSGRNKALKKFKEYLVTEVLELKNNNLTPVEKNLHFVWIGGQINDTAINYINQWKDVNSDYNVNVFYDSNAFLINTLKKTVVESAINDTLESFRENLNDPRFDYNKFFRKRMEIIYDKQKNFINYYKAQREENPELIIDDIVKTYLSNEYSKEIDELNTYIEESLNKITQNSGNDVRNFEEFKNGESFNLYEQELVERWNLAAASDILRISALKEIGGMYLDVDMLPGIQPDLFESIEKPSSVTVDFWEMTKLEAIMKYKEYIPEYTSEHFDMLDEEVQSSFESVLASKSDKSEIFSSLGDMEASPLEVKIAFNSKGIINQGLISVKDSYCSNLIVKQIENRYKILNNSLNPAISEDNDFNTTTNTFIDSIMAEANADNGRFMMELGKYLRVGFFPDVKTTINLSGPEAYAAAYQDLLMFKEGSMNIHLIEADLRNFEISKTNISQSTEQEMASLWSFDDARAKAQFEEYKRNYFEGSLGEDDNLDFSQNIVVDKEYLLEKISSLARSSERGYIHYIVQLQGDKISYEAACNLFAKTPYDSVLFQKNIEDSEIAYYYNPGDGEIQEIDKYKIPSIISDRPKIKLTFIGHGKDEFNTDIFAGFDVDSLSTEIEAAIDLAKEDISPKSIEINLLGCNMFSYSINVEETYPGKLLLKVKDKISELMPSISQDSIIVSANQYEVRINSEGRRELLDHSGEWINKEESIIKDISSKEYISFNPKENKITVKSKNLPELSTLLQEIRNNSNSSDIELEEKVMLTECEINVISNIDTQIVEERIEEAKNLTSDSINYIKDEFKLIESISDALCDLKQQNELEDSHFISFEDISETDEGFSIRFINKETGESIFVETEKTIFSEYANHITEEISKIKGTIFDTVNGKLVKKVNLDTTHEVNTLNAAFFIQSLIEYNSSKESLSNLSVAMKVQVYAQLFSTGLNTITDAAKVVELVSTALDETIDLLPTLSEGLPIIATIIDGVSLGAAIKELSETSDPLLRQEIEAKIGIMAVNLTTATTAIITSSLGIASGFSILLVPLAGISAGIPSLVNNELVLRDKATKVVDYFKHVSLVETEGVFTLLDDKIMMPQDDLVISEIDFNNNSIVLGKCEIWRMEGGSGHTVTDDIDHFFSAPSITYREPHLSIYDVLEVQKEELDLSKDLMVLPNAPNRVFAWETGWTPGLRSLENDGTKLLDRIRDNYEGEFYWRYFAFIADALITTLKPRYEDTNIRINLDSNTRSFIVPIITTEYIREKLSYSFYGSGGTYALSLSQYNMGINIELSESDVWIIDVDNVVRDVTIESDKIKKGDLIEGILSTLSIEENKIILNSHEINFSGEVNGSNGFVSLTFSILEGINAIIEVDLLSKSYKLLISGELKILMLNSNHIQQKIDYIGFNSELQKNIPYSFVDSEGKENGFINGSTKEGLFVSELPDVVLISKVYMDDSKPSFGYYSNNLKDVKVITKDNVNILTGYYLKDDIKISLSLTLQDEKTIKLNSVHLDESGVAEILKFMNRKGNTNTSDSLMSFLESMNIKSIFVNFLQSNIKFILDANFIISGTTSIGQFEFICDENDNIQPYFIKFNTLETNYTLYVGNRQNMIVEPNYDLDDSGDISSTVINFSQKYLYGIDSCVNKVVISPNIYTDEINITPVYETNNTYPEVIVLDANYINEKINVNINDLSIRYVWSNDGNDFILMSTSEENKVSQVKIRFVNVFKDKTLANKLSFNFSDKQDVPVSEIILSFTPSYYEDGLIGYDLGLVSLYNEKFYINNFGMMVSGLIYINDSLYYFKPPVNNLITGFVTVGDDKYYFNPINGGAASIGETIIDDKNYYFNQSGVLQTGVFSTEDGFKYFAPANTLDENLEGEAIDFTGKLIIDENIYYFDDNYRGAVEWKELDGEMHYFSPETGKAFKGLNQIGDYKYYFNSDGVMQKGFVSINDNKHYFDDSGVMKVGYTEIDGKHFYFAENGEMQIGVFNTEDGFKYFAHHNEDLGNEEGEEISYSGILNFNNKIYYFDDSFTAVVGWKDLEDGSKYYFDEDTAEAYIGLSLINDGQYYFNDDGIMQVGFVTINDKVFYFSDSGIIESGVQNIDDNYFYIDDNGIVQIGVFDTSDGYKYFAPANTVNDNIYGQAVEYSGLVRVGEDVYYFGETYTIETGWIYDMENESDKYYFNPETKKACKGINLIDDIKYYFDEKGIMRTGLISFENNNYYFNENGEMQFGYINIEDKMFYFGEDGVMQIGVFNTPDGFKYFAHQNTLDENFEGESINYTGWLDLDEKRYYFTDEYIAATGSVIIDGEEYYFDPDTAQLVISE
PfHsp40 yeast = rescue of yeast from PfHsp40 toxicity, primary screen, S. cerevisiae, ATP luminescence; S. cerevisiae expressing PfHsp40, growth rescue; growth rescue, % at 12.5 µM; 0.68% of 340,000 active; in the data active = growth rescue above about 28%, passing the limit was not always enough;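 note: yeast W303a lacking pdr1 and pdr3 grown in galactose medium; growth measured after three days at 30 °C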
Y pestis TopoI = Yersinia pestis topoisomerase I inhibitors, primary screen, biochemical, cleavage product accumulation, plate reader, single point; Y. pestis Topo-I cleavage product accumulation; activity, % at 10 µM; 0.064% of 360,000 active; AID 504884, 2011; in the data active = activity above about 50%, passing the limit was not always enough; note: inactives centre near 2
Mtb FBA inh = Mtb FBA enzyme inhibitors, primary screen, biochemical, fluorescence, strain H37Rv; purified M. tuberculosis FBA, fluorescence read-out; inhibition, % at 1 µM; 2.3% of 360,000 active; AID 588726, 2011; in the data active = inhibition above about 27%;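 note: 0% = vehicle and 100% = reference inhibitor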
Mtb UGM inh = M. tuberculosis UGM enzyme inhibitors, primary screen, biochemical, fluorescence polarization, single point. UDP-galactopyranose mutase (Mycobacterium tuberculosis (strain ATCC 25618 / H37Rv)), …. purified UGM, fluorescence polarization probe displacement. inhibition, % at 10 µM. 0.06% of 320,000 active; in the data active = inhibition above about 10%, passing the limit was not always enough
BioA inh = M. tuberculosis BioA enzyme inhibitors, primary screen, biochemical, plate reader, single point, HTS; purified M. tuberculosis BioA enzyme; 0.096% of 360,000 active; 7,8-diaminopelargonic acid synthase BioA (Mycobacterium tuberculosis); inhibition, % at 9.99 µM; in the data active = inhibition above about 40%
Active calls of the source: *; i = inactive; / = no result given; & = joins results of further samples. Outcome played no part in choosing rows; any-hit rate near 4.6%.

Every second line gives: Vc quorum ag	GDH-TPI inh	FadD28 FP inh	TcdB inh	PfHsp40 yeast	Y pestis TopoI	Mtb FBA inh	Mtb UGM inh	BioA inh
CCSc1nsc(NC(=O)Nc2ccccc2Cl)n1
 : i	7.5	1.0	0.5	0.7	0.7	0.1	/	-4.4
Cc1ccccc1C(=O)Nc1ccc(N(C)C)c2ccccc12
 : -0.2	-1.5	-1.4	-1.6	-0.8	4.0	1.6	-0.7	4.3
Cc1cccc(NC(=O)C2=C(O)c3ccccc3N(C)S2(=O)=O)c1
 : -1.9	12.7	-16.9	/	0.2	2.9	0.2	0.5	0.2
COc1ccccc1NC(=O)COC(=O)C1CCN(/C=C/C(=O)C(F)(F)F)CC1
 : i	19.9	-0.9	0.6	1.1	-3.1	-0.7	-1.2	/
COc1ccc(OC)c(C2C(C(=O)O)c3ccccc3C(=O)N2C)c1 (stereo unspecified)
 : 5.0	-6.1	-2.0	/	0.6	2.7	0.3	-0.6	0.3
CCCNC(=O)c1cc(C2CCCN(C(=O)c3ccccc3)C2)on1 (stereo unspecified)
 : -0.4	-2.7	-1.7	-0.2	/	3.8	0.9	/	0.5
C[C@H](CO)N1C[C@H](C)[C@H](CN(C)C(=O)Nc2cccc(Oc3ccccn3)c2)OCc2cnnn2CCCC1=O
 : i	4.1	-0.3	0.2&0.4&-1.2	/	1.0	2.1	/	-2.3&-0.2&-2.3
O=C(Cn1cc(S(=O)(=O)Cc2ccccc2)c2ccccc21)Nc1ccccc1
 : -0.3	8.6	-3.4	/	0.8	-7.8	1.6	/	/
Cc1ccc(C(=O)Cn2cncn2)cc1
 : -0.7	-2.0	0.0	-0.6	-1.8	5.9	-0.3	0.3	-0.3
CCc1ccc(-c2nc(CS(=O)CC(=O)NC3CCCCCC3)c(C)o2)cc1 (stereo unspecified)
 : -0.2	3.0	-0.8	-0.7	1.0	19.3	1.6	-1.3	-1.4
O=C(NC1CCCc2ccccc21)C1CCN(S(=O)(=O)c2cccc3nonc23)CC1 (stereo unspecified)
 : i	3.1	-0.8	/	0.1	-5.9	0.3	0.8	-3.6
NS(=O)(=O)c1ccc(NC(=S)N2CCN(Cc3ccc4c(c3)OCO4)CC2)cc1
 : i	-0.9	1.3	0.4	2.8	4.2	0.0	2.0	/
Cc1cccc2c1ncc1c(=O)n(-c3ccccc3)[nH]c12
 : i	6.7	-4.7	0.9	0.5	4.1	-3.8	0.3	/
Cc1ccsc1C(=O)N(C)CC(=O)N(CC(C)C)c1c(N)n(CC(C)C)c(=O)[nH]c1=O
 : -14.3	9.1	0.7	-0.2	0.5	-9.1	15.3	/	2.1
Cc1ccc(Cl)c2c1NC(=O)C2=O
 : i	1.4	-3.5	0.9	0.2	-5.7	-2.7	-1.8	-1.7
O=[N+]([O-])c1cc(-c2cnc3ccccc3n2)ccc1Cl
 : i	4.5	-0.1	0.5	0.6	13.0	1.6	-2.2	/
COC(=O)C1(c2ccccc2)NC(c2ccc(O)cc2)C2C(=O)N(c3ccc4c(c3)OCO4)C(=O)C21 (stereo unspecified)
 : i	6.2	-2.9	1.0	0.1	1.1	-0.4	4.1	-0.4
COC(=O)c1c[nH]c(=S)n1Cc1ccccc1
 : 1.7	9.5	-0.3	2.1	-0.6	2.5	1.5	/	2.5
O=C(CN1CCc2ccccc2C1)Nc1cc(S(=O)(=O)N2CCOCC2)ccc1N1CCCC1
 : -0.3	9.6	-1.9	0.5	-1.1	26.2	1.0	0.6	1.4
CC(=O)c1sc(NC(=O)C2COc3ccccc3O2)nc1C (stereo unspecified)
 : -0.6	16.6	-1.4	-4.9	-1.1	-4.1	5.4	-0.4	15.4

A section taken from the entries so far, as a working copy:
Every second line gives: Vc quorum ag	GDH-TPI inh	FadD28 FP inh	TcdB inh	PfHsp40 yeast	Y pestis TopoI	Mtb FBA inh	Mtb UGM inh	BioA inh
O=C(CN1CCc2ccccc2C1)Nc1cc(S(=O)(=O)N2CCOCC2)ccc1N1CCCC1
 : -0.3	9.6	-1.9	0.5	-1.1	26.2	1.0	0.6	1.4
CC(=O)c1sc(NC(=O)C2COc3ccccc3O2)nc1C (stereo unspecified)
 : -0.6	16.6	-1.4	-4.9	-1.1	-4.1	5.4	-0.4	15.4

(continued)
Every second line gives: Vc quorum ag	GDH-TPI inh	FadD28 FP inh	TcdB inh	PfHsp40 yeast	Y pestis TopoI	Mtb FBA inh	Mtb UGM inh	BioA inh
COc1ccc(-c2noc(CCC(=O)NC3CCCCC3)n2)cc1OC
 : -0.3	2.7	-0.3	/	-1.9	15.5	-8.0	-2.0	-1.7
CCc1ccc(S(=O)(=O)Nc2cccc(C3OCCCO3)c2)cc1
 : i	1.3	-0.3	1.5	0.0	5.5	4.6	2.0	/
COc1ccc(OC)c(C(=O)NC(CC(N)=O)c2ccc(NCCN3CCOCC3)c([N+](=O)[O-])c2)c1 (stereo unspecified)
 : i	10.3	1.9	0.5	-1.0	-5.4	3.5	0.1	-1.4
COc1ccc(/C=C/C(=O)OCC(=O)N2CCN(S(=O)(=O)c3ccc(C)cc3C)CC2)cc1OC
 : i	13.7	-1.4	-0.4	1.2	22.4	5.3	/	3.5
O=C(O)CN1C(c2ccccc2O)Nc2ccc(Br)cc2C1c1ccccc1 (stereo unspecified)
 : i	5.7	1.7	-0.3	-1.8	3.4	1.3	/	/
O=C(NCc1cccs1)c1nc2ncccn2n1
 : /	1.5	-4.2	/	-0.4	3.3	-0.2	0.2	3.7
O=C(NCc1ccccn1)c1ccc2c(c1)N(Cc1ccccc1)CCS2
 : -0.4	7.2	-0.9	1.7	0.4	12.1	93.6*	-0.9	1.1
O=C(Nc1cccc(-n2cnnn2)c1)c1cc2ccccc2o1
 : -0.4	9.0	-3.7	0.2	-0.5	-1.8	3.0	-1.4	0.4
COc1ccc2c(-c3ccccc3)cc(N3CCOCC3)nc2c1
 : -0.2	2.5	-5.5	/	-1.5	27.8	18.4	-0.8	-0.2
CCCC/C(C)=N\NC(=O)CNS(=O)(=O)c1ccc([N+](=O)[O-])cc1
 : -16.7	-4.7	-1.9	/	-1.6	-7.7	1.3	1.7	1.6
COCCNC(=O)C(c1ccc(C)cc1)N(CCOC)C(=O)CCC(=O)Nc1nccs1 (stereo unspecified)
 : -0.3	-1.1	-0.6	0.3	-0.5	3.1	-0.1	-0.2	-0.6
CSc1ccc(C(=O)C2CCCN(C(=O)Cn3cnnn3)C2)cc1 (stereo unspecified)
 : 1.4	-8.2	-1.7	-1.0	-1.1	-9.9	-3.4	0.1	3.1
Cc1ccccc1C(=O)NC(CC(C)C)C(=O)OCC(=O)c1c(N)n(C)c(=O)n(C)c1=O (stereo unspecified)
 : i	1.6	-1.2	1.2	-0.2	4.8	3.7	0.5	/
Cc1cccc(NC(=O)COC(=O)Cc2cccs2)c1C
 : 0.6	-9.1	1.0	-0.5	0.1	-3.6	2.8	0.1	0.7
O=C(O)CCN1C(=O)CC(N2C(=O)/C(=C/c3ccc(Cl)cc3)SC2=S)C1=O (stereo unspecified)
 : -0.3	22.8	-2.7	-0.4	-0.3	3.5	-8.5	-0.2	/
CC(=O)Nc1ccc(S(=O)(=O)N2CCC(C(=O)NCCC(=O)Nc3ccccc3)CC2)cc1
 : -0.3	0.0	-0.1	0.7	-1.4	-7.3	-4.9	0.0	-0.3
C[C@@H]1CN([C@H](C)CO)S(=O)(=O)c2ccc(Br)cc2O[C@H]1CN(C)C(=O)C1CCCCC1
 : i	-4.1	-0.8	2.0&0.8	/	33.4	-1.5	/	0.8&2.3&1.5
COc1ccc(NC(=O)c2cc(-c3ccccc3Cl)no2)cc1
 : -1.4	16.7	0.1	/	1.5	10.8	-2.0	-1.4	-0.5
CN(c1ccccc1)S(=O)(=O)c1cccc(NC(=O)Cn2cnc3c2c(=O)n(C)c(=O)n3C)c1
 : -0.4	6.1	-0.8	/	-0.3	-2.1	1.2	-1.7	/
O=C(OCc1c(-c2ccccc2)ncc2ccccc12)N1CCOCC1
 : i	6.2	-3.1	0.5	21.3	7.0	-0.3	3.9	0.3
Cc1cc(C)cc(NS(=O)(=O)c2c(C)[nH]c(=O)[nH]c2=O)c1
 : i	-4.0	-1.4	1.6	0.2	-1.6	-1.9	-3.7	0.1
CCOc1ccc(NC(=O)c2[nH]c(C)c(C(C)=O)c2C)cc1
 : -0.4	2.6	0.1	0.6	-0.1	-6.0	3.8	1.5	-0.8
O=C(NCC(=O)N1CCCC(C(F)(F)F)C1)c1ccc(Oc2ccccc2)cc1 (stereo unspecified)
 : -0.4	10.3	-2.5	0.6	1.9	14.3	3.1	0.6	0.3
C=CCNC(=O)c1ccc(OC)cc1OC
 : i	0.9	-1.2	/	-0.2	1.0	3.3	-0.2	-1.1
O=S(=O)(c1ccccc1)N1c2cc(Cl)ccc2Oc2nc3ccccc3nc21
 : i	16.7	-1.3	/	5.9	4.5	-0.5	-1.5	3.5
COc1ccccc1C(=O)c1ccccc1C(=O)c1ccccc1
 : /	20.6	-0.3	1.6	1.3	5.4	0.9	/	/
CC(=O)Nc1cccc(NC(=O)C2CCCO2)c1 (stereo unspecified)
 : -0.8	1.8	-1.7	-0.2	/	-1.9	0.3	/	-1.3
C#CCn1cc(/C=N/NC(=O)c2cc3ccccc3o2)c2ccccc21
 : i	31.6*	-0.3	-0.2	0.7	-0.5	3.9	4.6	/
CCCc1nc2c(nnn2Cc2ccccc2)c(=O)[nH]1
 : -0.4	4.3	-1.5	1.1	-1.4	5.8	-1.9	3.1	/
OC[C@@H]1CN(Cc2ccc(-c3ccccc3)cc2)C[C@H](n2cnc3c(NC4CCCC4)ncnc32)O1
 : -0.1	4.4	-3.1	0.0	/	19.5	-2.8	/	-1.2
O=C(c1cc(-c2ccccc2)nc2ccccc12)N1N=C(C(F)F)CC1(O)C(F)F (stereo unspecified)
 : -0.2	9.9	-5.3	0.6	3.1	-10.9	-0.9	2.0	3.4
COc1ccc(C(CNC(=O)c2cccc(NS(=O)(=O)c3ccc(C)c(F)c3)c2)N2CCCC2)cc1 (stereo unspecified)
 : -0.6	4.5	-2.5	2.0	4.0	-6.2	-0.9	2.8	-0.9
COC(=O)C1=C(c2ccc(F)cc2OCc2ccccc2)C[C@@H]2CC[C@H]1N2C(=O)NCCOc1ccc(OC)cc1
 : 0.4	4.3	-1.2	1.4	1.2	0.5	-0.4	5.8	-1.4
CCC(=O)Nc1ccc(S(=O)(=O)Nc2c(C)nc3nc[nH]n3c2=O)cc1
 : i	-8.9	-0.9	1.0	-0.7	-3.7	-5.9	-1.0	0.5
COc1ccc(NC(=O)NC2CCCCCCC2)cc1OC
 : -0.6	2.8	2.0	-0.3	-0.1	2.4	4.4	0.2	-1.0
Cc1cccc(-n2nc3c(c2NC(=O)c2ccc(Br)o2)CSC3)c1C
 : -3.7	7.9	-1.8	/	-0.3	-1.0	2.4	/	-1.1
Cc1ccc(-c2cc(C(=O)NCc3ccco3)c3ccccc3n2)s1
 : i	23.9	-5.1	/	-0.2	4.7	112.8*	4.6	0.3
O=C(Cn1nnc(-c2cccc(C(F)(F)F)c2)n1)NC(=O)NCc1ccco1
 : /	11.8	-0.2	/	-0.5	0.7	0.1	-0.3	-1.0
O=C(Cn1cnc2ccccc2c1=O)NCCCN1CCCC1=O
 : -0.8	2.9	-0.2	-0.2	-0.3	-8.4	1.8	0.1	0.4
O=C(COc1ccc(F)cc1)Nc1nnc(C2CC2)s1
 : i	-1.4	0.6	-0.8	0.0	3.7	1.8	-0.1	-1.4
COc1ccc(-c2nn(C)c(=O)[nH]2)cc1
 : -0.9	4.8	-1.1	-1.2	0.2	3.8	-3.1	1.1	/
CCCC1Cc2c(sc3nc(SC)nc(N)c23)CO1 (stereo unspecified)
 : -6.2	-10.2	-3.2	/	0.8	-0.8	-8.0	0.6	0.5
NC(=O)NC(=O)CSc1nc2cc([N+](=O)[O-])ccc2n1-c1cccc(C(F)(F)F)c1
 : -0.4	22.2	0.5	2.0	0.6	5.7	-5.8	-1.0	-1.1
